CHRM5 antagonist = human M5 muscarinic receptor antagonists, primary screen, CHO cells, Fluo-8 calcium fluorescence. 0.59% of 360,000 active. CHO-hM5 cells, ACh EC80. inhibition, % at 3 µM. AID 624040, 2012. Muscarinic acetylcholine receptor M5 (Homo sapiens), P08912;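 active = inhibition above a per-plate cutoff, the mean of that plate's test compounds plus 3 SD, cut at about 27% in these data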;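 also: 0% = acetylcholine EC80 with DMSO and 100% = DMSO without agonist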
Target sequence (P08912 whole entry, looked up): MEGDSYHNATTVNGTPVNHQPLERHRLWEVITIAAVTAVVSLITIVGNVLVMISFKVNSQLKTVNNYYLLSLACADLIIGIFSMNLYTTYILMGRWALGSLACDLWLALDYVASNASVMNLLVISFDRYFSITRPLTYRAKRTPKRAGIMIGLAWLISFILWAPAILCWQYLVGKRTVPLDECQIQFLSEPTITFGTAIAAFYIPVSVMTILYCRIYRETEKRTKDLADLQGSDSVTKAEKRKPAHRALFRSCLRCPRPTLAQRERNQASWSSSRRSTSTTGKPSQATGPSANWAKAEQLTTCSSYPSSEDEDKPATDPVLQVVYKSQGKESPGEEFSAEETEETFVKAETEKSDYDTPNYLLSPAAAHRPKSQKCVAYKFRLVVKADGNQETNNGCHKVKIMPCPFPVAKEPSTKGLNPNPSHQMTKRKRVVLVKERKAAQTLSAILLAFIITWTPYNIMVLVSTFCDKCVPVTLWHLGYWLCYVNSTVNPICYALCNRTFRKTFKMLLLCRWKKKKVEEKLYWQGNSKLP
M1 ag parental = counter-screen for M1 agonists: effect in parental CHO-K1 cells | Fluo-8 calcium fluorescence; scaled to maximal ATP response, vehicle zero | activation, % at 3 µM | 0.48% of 360,000 active | AID 602248, 2012; in the data active = activation above about 15%;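 also: untransfected CHO-K1 host cells lacking M1 receptor as counterscreen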
M5 ag = human M5 muscarinic receptor agonists, primary screen, CHO-K1 cells, Fluo-8 calcium fluorescence; Muscarinic acetylcholine receptor M5 (Homo sapiens), P08912; AID 624037, 2012; 0.19% of 360,000 active; activation, % at 3 µM; CHO-K1 hM5 cells; 0% DMSO wells, 100% maximal acetylcholine response;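 active = activation above the run's mean over test compounds plus 3 SD, cut at about 23% in these data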;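 also: signal is peak over basal fluorescence ratio across the kinetic read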
CHRM5 PAM = human M5 muscarinic receptor positive allosteric modulators, primary screen, CHO-K1 cells, Fluo-8 calcium fluorescence. CHO-K1 hM5, ACh EC20 PAM; 0% = ACh EC20, 100% = ACh EC100. activation, % at 3 µM. 0.3% of 360,000 active. AID 624038, 2012;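 active = activation above the run cutoff, the mean activation of all test compounds plus 3 SD, cut at about 18% in these data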
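System – CHO-K1 hM5 cells · Compound – 3 µM, single dose · Incubation – compound preincubation 140 s before EC20 acetylcholine addition · Technique – Fluo-8 calcium fluorescence · Measure – Max/basal fluorescence ratio as % of EC20–EC100 ACh window · Benchmarks – low control EC20 acetylcholine (0%), high control EC100 acetylcholine (100%) · Replication – singlicate, one well per test compound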
CHRM4 PAM = human M4 muscarinic receptor positive allosteric modulators, primary screen, CHO-K1 cells, Fluo-8 calcium fluorescence | AID 624126, 2012 | activation, % at 3 µM | CHO-K1 hM4/Gqi5, ACh EC20; 0% = ACh EC20, 100% = maximal ACh | 0.4% of 360,000 active;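 active = activation above its plate's cutoff, the mean activation of sample wells plus 3 SD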; also: some results filed as inactive read as strong as hits
Target sequence (P08173 whole entry, looked up): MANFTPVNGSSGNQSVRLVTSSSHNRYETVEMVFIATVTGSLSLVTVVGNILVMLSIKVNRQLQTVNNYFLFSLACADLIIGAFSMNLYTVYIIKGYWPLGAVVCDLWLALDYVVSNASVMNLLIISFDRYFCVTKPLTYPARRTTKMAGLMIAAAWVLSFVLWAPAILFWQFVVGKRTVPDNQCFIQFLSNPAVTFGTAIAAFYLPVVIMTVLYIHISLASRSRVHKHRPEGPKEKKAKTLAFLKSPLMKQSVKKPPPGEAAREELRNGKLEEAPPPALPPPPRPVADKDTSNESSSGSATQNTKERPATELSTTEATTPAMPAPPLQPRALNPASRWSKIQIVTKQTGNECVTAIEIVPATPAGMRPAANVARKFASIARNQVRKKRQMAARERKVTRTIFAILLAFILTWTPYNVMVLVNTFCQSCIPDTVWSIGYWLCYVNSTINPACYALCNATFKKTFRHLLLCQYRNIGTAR
CHRM4 agonist = human M4 muscarinic receptor agonists, primary screen, CHO-K1 cells, Fluo-8 calcium fluorescence; Muscarinic acetylcholine receptor M4 (Homo sapiens), P08173; CHO-K1 hM4/Gqi5; vehicle 0%, full acetylcholine response 100%; activation, % at 3 µM; 0.14% of 360,000 active;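 active = activation above the run mean over all test wells plus 3 SD, cut at about 32% in these data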;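 also: peak over basal fluorescence ratio per well then scaled between controls; 0% = DMSO wells and 100% = acetylcholine at EC100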
CHO-K1 Ca PAM = nonselective calcium activators in parental CHO-K1 cells, primary screen, counter-screen for M1 PAM project, cell-based, Fluo-8 calcium fluorescence, full deck, 1536-well | ATP EC20; 0% at ATP EC20, 100% at ATP max | activation, % at 3 µM | 0.02% of 360,000 active;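 active = activation above the run cutoff, the mean activation of all test compounds plus 3 SD, cut at about 40% in these data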;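 also: peak over basal fluorescence ratio in a 140 s read after ATP addition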
CHRM4 antagonist = human M4 muscarinic receptor antagonists, primary screen, CHO cells, Fluo-8 calcium fluorescence | CHO-hM4 cells, ACh EC80 | inhibition, % at 3 µM | 0.73% of 360,000 active;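 active = inhibition above its plate's cutoff, the mean inhibition of sample wells plus 3 SD, cut at about 27% in these data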;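 also: 0% = acetylcholine EC80 with DMSO and 100% = DMSO without agonist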
CHO-K1 Ca antag = M1 antagonist counterscreen hit in parental CHO-K1 cells; ATP-induced calcium, Fluo-8 fluorescence; inhibition, % at 3 µM; 0.6% of 360,000 active; AID 602250;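 active = inhibition above a per-plate cutoff, the plate's mean sample inhibition plus 3 SD, cut at about 24% in these data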;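 also: 0% = DMSO plus EC80 ATP and 100% = DMSO alone without ATP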
* = called active by the depositor. Random draw from the library; about 2.7% have a hit in one of these screens.

Every second line gives: CHRM5 antagonist | M1 ag parental | M5 ag | CHRM5 PAM | CHRM4 PAM | CHRM4 agonist | CHO-K1 Ca PAM | CHRM4 antagonist | CHO-K1 Ca antag
CCOC(=O)c1c(/N=C/N(C)C)sc(/C=N/Nc2ccccc2)c1-c1ccccc1Cl
    4 | 1.8 | 0 | -6 | -10 | 4 | 10 | -2 | -4
O=C1ON=C(c2ccccc2)/C1=C/c1ccc(O)cc1
    -9 | 0.6 | -2 | -10 | 3 | 0 | 11 | -19 | -11
COC(=O)C(Nc1nccs1)(OC)C(F)(F)F (stereo unspecified)
    -3 | 0.3 | -2 | 4 | 28 | 2 | 12 | 0 | -15
C(#CCN1CCC(Cc2ccccc2)CC1)COCCOCc1ccccc1
    6 | 0.7 | -5 | -11 | -15 | 0 | -7 | -1 | -6
COc1ccc(Cl)cc1S(=O)(=O)Nc1ccc2c(c1)n(C)c(=O)n2C
    1 | 10 | 4 | -5 | 0 | 11 | 8 | 1 | -6
O=C(N/N=C/c1ccc([N+](=O)[O-])o1)c1cc(-c2ccncc2)nc2ccccc12
    -2 | 0.3 | 1 | -8 | -8 | 1 | -7 | 2 | 7
Cn1c(=O)c2cc(S(=O)(=O)NCCC(=O)NCCC3=CCCCC3)ccc2n(C)c1=O
    0 | -0.9 | -3 | -5 | 13 | 2 | -13 | -22 | 21
CCC(CN(C)C)Oc1cc(NCc2ccccc2)c2ncn(C(C)C)c2c1 (stereo unspecified)
    5 | 0.3 | -1 | 1 | 8 | 1 | 2 | -3 | -6
Cn1c(=O)c2c(ncn2CC(=O)Nc2ccccc2)n(C)c1=O
    5 | 0.1 | -2 | 0 | 2 | 1 | 9 | -9 | -14
O=C(Cn1cc2c(n1)CCCC2)NCCCN1CCN(C2CCCCC2)CC1
    -1 | 0.3 | -4 | 2 | -12 | 1 | 13 | 13 | 0
CCOC(=O)c1c(C)c(C(=O)NCc2ccco2)c(C)n1CC
    0 | 0.6 | 1 | 1 | -7 | 1 | -2 | -3 | 4
COC(=O)c1ccc(NC(=S)N2CCCC2)cc1
    -2 | 0.3 | 2 | 11 | 10 | 1 | 9 | -4 | -14
CCN(c1ccccc1)S(=O)(=O)c1cccc(C(=O)NCC(c2cccs2)N(C)C)c1 (stereo unspecified)
    8 | 2.8 | -17 | 0 | -4 | 3 | 20 | -3 | -14
COc1ccc(OC)c(NC(=O)COC(=O)Cc2ccsc2)c1
    15 | 0.5 | 2 | 0 | 5 | 0 | 13 | 3 | 3
COC(=O)c1ccccc1NC(=O)c1ccc(COc2ccccc2)o1
    5 | -0.1 | -4 | -5 | 7 | 0 | -3 | -4 | 11

In another format: entries from further up
SMILES	CHRM5 antagonist	M1 ag parental	M5 ag	CHRM5 PAM	CHRM4 PAM	CHRM4 agonist	CHO-K1 Ca PAM	CHRM4 antagonist	CHO-K1 Ca antag
CCOC(=O)c1c(/N=C/N(C)C)sc(/C=N/Nc2ccccc2)c1-c1ccccc1Cl	4	1.8	0	-6	-10	4	10	-2	-4
O=C1ON=C(c2ccccc2)/C1=C/c1ccc(O)cc1	-9	0.6	-2	-10	3	0	11	-19	-11
COC(=O)C(Nc1nccs1)(OC)C(F)(F)F (stereo unspecified)	-3	0.3	-2	4	28	2	12	0	-15
C(#CCN1CCC(Cc2ccccc2)CC1)COCCOCc1ccccc1	6	0.7	-5	-11	-15	0	-7	-1	-6
COc1ccc(Cl)cc1S(=O)(=O)Nc1ccc2c(c1)n(C)c(=O)n2C	1	10	4	-5	0	11	8	1	-6
O=C(N/N=C/c1ccc([N+](=O)[O-])o1)c1cc(-c2ccncc2)nc2ccccc12	-2	0.3	1	-8	-8	1	-7	2	7
Cn1c(=O)c2cc(S(=O)(=O)NCCC(=O)NCCC3=CCCCC3)ccc2n(C)c1=O	0	-0.9	-3	-5	13	2	-13	-22	21
CCC(CN(C)C)Oc1cc(NCc2ccccc2)c2ncn(C(C)C)c2c1 (stereo unspecified)	5	0.3	-1	1	8	1	2	-3	-6
Cn1c(=O)c2c(ncn2CC(=O)Nc2ccccc2)n(C)c1=O	5	0.1	-2	0	2	1	9	-9	-14
O=C(Cn1cc2c(n1)CCCC2)NCCCN1CCN(C2CCCCC2)CC1	-1	0.3	-4	2	-12	1	13	13	0
CCOC(=O)c1c(C)c(C(=O)NCc2ccco2)c(C)n1CC	0	0.6	1	1	-7	1	-2	-3	4

(next part)
Every second line gives: CHRM5 antagonist | M1 ag parental | M5 ag | CHRM5 PAM | CHRM4 PAM | CHRM4 agonist | CHO-K1 Ca PAM | CHRM4 antagonist | CHO-K1 Ca antag
O=C(COc1ccc2c(c1)OCO2)Nc1ccccc1F
    12 | 0.2 | -2 | -6 | 5 | 1 | 9 | -2 | 2
Cc1ccc2c(=O)n3c(nc2c1)C(Cc1ccccc1)NC(=O)c1cc2ccccc2cc1-3 (stereo unspecified)
    -6 | 3.6 | 0 | -4 | -7 | 10 | 26 | 1 | -5
CC[C@H](C)[C@H](NC(N)=O)C(=O)Nc1ccc(S(=O)(=O)NC(C)C)cc1
    -1 | 0.6 | -5 | 6 | -5 | 1 | 16 | 30* | -21
Cc1ccc(C)c(OCc2nc3ccccc3[nH]2)c1
    7 | 0.4 | -5 | -1 | 3 | 2 | -3 | 4 | 0
COc1ccc(OC)c(NC(=O)CSc2ccc3ccccc3c2)c1
    8 | 1.9 | -5 | -3 | 1 | 2 | 13 | 2 | -1
COCCNC(=S)N1CCC(C(=O)c2ccc(Cl)cc2)CC1
    -4 | 5.1 | 5 | -4 | 4 | 7 | 30 | -11 | -15
O=C(CCCN1C(=O)C2CC=CCC2C1=O)Nc1ccccc1F (stereo unspecified)
    4 | 0.7 | -1 | 1 | -3 | 0 | 1 | 7 | -2
O=C(c1ccc(-c2ccc([N+](=O)[O-])cc2Cl)o1)N1CCOCC1
    4 | 0.3 | -4 | -6 | -2 | 0 | 15 | 2 | -4
O=C1CSC(=S)N1c1ccc(Cl)c(Cl)c1
    16 | 4.8 | 0 | -3 | -5 | 3 | 8 | 5 | 9
Cc1nnsc1NC(=O)OCc1ccccc1Cl
    2 | 2.5 | 4 | -2 | 6 | 6 | 10 | -4 | 2
COc1ccc(-n2c(C)cc(C3=NNC(=NC4CC4)SC3)c2C)cc1
    8 | 0.1 | -1 | 13 | 2 | 0 | -3 | -2 | 1
Cc1ccccc1N(CC(=O)Nc1ccccc1C(=O)NCc1ccco1)S(=O)(=O)c1ccccc1
    22 | 3.4 | 2 | -18 | -13 | 10 | 5 | 3 | 5
CC12CNCC(C)(CN(C3(O)C(=O)Nc4ccc(Br)cc43)C1)C2=O (stereo unspecified)
    -14 | 0.0 | 0 | -1 | -2 | 1 | -9 | -3 | 7
CC1(C(=O)NS(=O)(=O)c2ccc(F)cc2F)CCN1C(=O)C/C=C/c1ccccc1 (stereo unspecified)
    8 | 0.0 | 1 | -4 | -2 | 1 | -15 | -5 | 7
CCOC(=O)c1c(NC(=O)c2c(Br)cnn2CC)sc(C)c1C
    0 | -0.3 | -2 | 0 | 1 | 0 | -8 | 3 | 12

Other structures
Every second line gives: CHRM5 antagonist | M1 ag parental | M5 ag | CHRM5 PAM | CHRM4 PAM | CHRM4 agonist | CHO-K1 Ca PAM | CHRM4 antagonist | CHO-K1 Ca antag
CCOc1cccc(SCc2noc(C(=O)NCCOC)c2C(=O)O)c1
    6 | 0.3 | 2 | -3 | 5 | 0 | 9 | 5 | -7
CC(C)c1ccc(OCC(=O)Nc2ccc(S(=O)(=O)Nc3ccccn3)cc2)cc1
    4 | 5.1 | 3 | 0 | -2 | 3 | 13 | 5 | -20
NNC(=O)c1csc(-c2ccccc2)n1
    11 | 0.1 | 0 | -6 | -2 | 0 | 16 | -7 | -1
O=C(CCl)Nc1ccc(N2CCCCCC2)cc1
    -9 | 0.0 | -10 | -3 | -1 | 1 | -13 | 2 | 16
COC(=O)COc1ccc(Cl)cc1C1Nc2ccccc2C(=O)N1c1ccc(OC)cc1 (stereo unspecified)
    13 | 0.6 | -4 | -7 | -5 | 4 | 7 | -4 | -12
Cn1c(CC(=O)Nc2ccccc2)nnc1SCC(=O)NC1CCCC1
    14 | 0.8 | -4 | -5 | -1 | -1 | 8 | -1 | -12
CC1(C(=O)NS(=O)(=O)C2CC2)CCCN(C(=O)/C=C/c2ccccc2)C1 (stereo unspecified)
    -1 | 1.1 | -1 | 0 | -1 | -1 | 12 | -1 | 2
CC(NC(=O)COC(=O)[C@@H]1CCCN1S(=O)(=O)c1ccccc1F)C12CC3CC(CC(C3)C1)C2 (stereo partly specified)
    11 | 1.7 | -2 | -4 | -5 | 5 | 16 | -6 | 0
C/C(=N\NC(=S)NCCc1ccccc1)c1ccc(C)cc1
    3 | -0.1 | -2 | -8 | -1 | -2 | -3 | 0 | 0
Cc1ccc2oc(=O)c3cnn(CC(=O)N4CCN(c5ccccn5)CC4)c3c2c1
    7 | 5.0 | 6 | -15 | -8 | 16 | 10 | -4 | 4
COc1ccc(/C=C/C(=O)c2nc3ccccc3n2CC(=O)c2ccc(OC)cc2)cc1
    -1 | 1.4 | -3 | -8 | 6 | 0 | 7 | -16 | -2
CCC(CC)c1nnc(NC(=O)C2CCN(C(=O)c3ccco3)CC2)s1
    3 | 0.9 | 2 | 2 | -4 | 2 | 1 | 12 | -8
COc1ccc(Cc2nc3ccc(C(=O)NC4CCOC4)cc3o2)cc1OC (stereo unspecified)
    17 | 1.1 | 0 | 1 | 3 | 1 | 13 | -5 | 0
COC(=O)C1=C2SC(C)C(=O)N2C(N)=C(C#N)C1c1ccc(OC)c(OC)c1 (stereo unspecified)
    0 | 0.7 | 1 | -3 | -4 | 2 | 4 | 15 | 6
CCOc1ccccc1C(=O)Nc1nnc(SCC(=O)N2CCOCC2)s1
    9 | 3.1 | 0 | -1 | 2 | 9 | 23 | -9 | -19
CC(Cc1cccnc1)NC(=O)c1cc(COc2ccc(F)cc2Cl)on1 (stereo unspecified)
    0 | 11 | 2 | -6 | -4 | 16 | -7 | -22 | -14
N#Cc1c(Nc2ccccc2Cl)s[nH]c1=O
    7 | 0.0 | 5 | -8 | 2 | 0 | 4 | 0 | -3
NC(=O)c1cc(S(=O)(=O)Nc2ccccc2)cs1
    -3 | -0.4 | -2 | 6 | 2 | -1 | 11 | -7 | -8

Compound activity from PubChem BioAssay.
